T cruzi intra: inhibitors of intracellular Trypanosoma cruzi; AID 651903; hit rate 4.9% among 22,000; intracellular Trypanosoma cruzi in host cells, plate reader; activity score (inhibition), % at 5.01 µM; in the data active = activity score above about 55%; inconclusive = no clear call, values can overlap the other calls;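 also: parasites and compound incubated about four days before reading; 0% = median of neutral control wells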
INS-1E ATP HTS: rescue of cytokine-induced death in INS-1E beta cells; INS-1E cytokine-induced death, ATP luminescence, 48 h; normalised: neutral wells 0, positive control 100; protection from cytokine-induced ATP loss, % at 10 µM; hit rate 0.1% among 20,000;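 active = mean replicate protection from cytokine-induced ATP loss at least 50% and at least 75% of replicates each reaching 50%; inconclusive = meets only one of the two criteria, mean or replicate share; inactive = fails both the mean and replicate share criteria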
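Material: INS-1E rat cells; Quantity: 8000 cells/well; Buffer or medium: phenol-red-free RPMI with 5% fetal bovine serum; Probe or stimulus: cytokine cocktail of IFN-γ, TNF-α and IL-1β; Compound dosing: single test concentration per compound, delivered by pin transfer; Incubation: 48 h co-treatment, 10 min post-lysis read; Signal: CellTiter-Glo luminescence.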
* hit, by the source's call; ? = inconclusive; · = not tested or not shown.

SMILES | T cruzi intra | INS-1E ATP HTS
C[C@@H]1CN([C@@H](C)CO)C(=O)c2cc(NC(=O)C3CC3)ccc2O[C@H]1CN(C)S(=O)(=O)c1ccccc1 | 0.7 | -5.1
O=C(O)CCCCCC(=O)N/N=C/c1ccccn1 | -11.9 | 0.0
C[C@@H]1CN([C@H](C)CO)C(=O)Cc2cc(NS(=O)(=O)c3cn(C)cn3)ccc2O[C@H]1CN(C)Cc1ccccc1 | -18.8 | 5.4
C[C@@H]1CN([C@H](C)CO)C(=O)c2cccc(NS(C)(=O)=O)c2O[C@@H]1CN(C)C(=O)Nc1cccc2ccccc12 | -29.0 | 6.6
COc1ccc(S(=O)(=O)Nc2ccc3c(c2)C(=O)N([C@@H](C)CO)C[C@@H](C)[C@H](CN(C)Cc2ccccc2)O3)cc1 | 12.7 | -6.3
CNC[C@H]1Oc2c(NS(=O)(=O)c3cn(C)cn3)cccc2C(=O)N([C@@H](C)CO)C[C@H]1C | -22.4 | 9.3
CNC[C@@H]1Oc2ccc(NC(=O)Nc3c(C)noc3C)cc2C(=O)N([C@H](C)CO)C[C@@H]1C | -21.9 | ·
C[C@@H]1CN([C@@H](C)CO)C(=O)c2cc(NC(=O)Nc3ccccc3)ccc2O[C@H]1CN(C)S(=O)(=O)c1cn(C)cn1 | -1.1 | 0.5
Cc1noc(C)c1NC(=O)Nc1cccc2c1O[C@H](CN(C)Cc1ccc(C(=O)Nc3ccccc3N)cc1)[C@@H](C)CN([C@@H](C)CO)C2=O | 42.6 | -15.2
Cc1ccc(S(=O)(=O)Nc2ccc3c(c2)CC(=O)N([C@H](C)CO)C[C@H](C)[C@H](CN(C)S(=O)(=O)c2ccccc2)O3)cc1 | -7.1 | 5.3

Random excerpt: three records from the list
SMILES | T cruzi intra | INS-1E ATP HTS
C[C@@H]1CN([C@@H](C)CO)C(=O)c2cc(NC(=O)C3CC3)ccc2O[C@H]1CN(C)S(=O)(=O)c1ccccc1 | 0.7 | -5.1
C[C@@H]1CN([C@H](C)CO)C(=O)c2cccc(NS(C)(=O)=O)c2O[C@@H]1CN(C)C(=O)Nc1cccc2ccccc12 | -29.0 | 6.6
C[C@@H]1CN([C@H](C)CO)C(=O)Cc2cc(NS(=O)(=O)c3cn(C)cn3)ccc2O[C@H]1CN(C)Cc1ccccc1 | -18.8 | 5.4

Continued:
SMILES | T cruzi intra | INS-1E ATP HTS
C[C@@H]1CN([C@H](C)CO)C(=O)c2cc(NS(C)(=O)=O)ccc2O[C@H]1CN(C)Cc1ccc(C(=O)Nc2ccccc2N)cc1 | -27.5 | -10.0
CC(C)NC(=O)Nc1cccc2c1O[C@H](CN(C)Cc1ccc(-c3ccccc3)cc1)[C@@H](C)CN([C@@H](C)CO)C2=O | 24.3 | -7.1
Cc1cc(C(=O)Nc2cccc3c2O[C@H](CN(C)C(=O)Nc2cccc4ccccc24)[C@@H](C)CN([C@@H](C)CO)C3=O)n(C)n1 | -28.7 | 2.1
C[C@H](CO)N1C[C@H](C)[C@H](CN(C)C(=O)NC2CCCCC2)Oc2ccc(NS(=O)(=O)c3ccc(F)cc3)cc2C1=O | 5.1 | ·
C[C@H](CO)N1C[C@H](C)[C@H](CN(C)CC2CCCCC2)Oc2ccc(NS(=O)(=O)c3ccccc3)cc2C1=O | 12.8 | 3.8
CCOc1cccc(/C=N/NC(=O)c2ccccc2O)c1OCC | -18.9 | -12.0
C[C@@H]1CN([C@H](C)CO)C(=O)c2cc(NC(=O)Nc3ccc(C(F)(F)F)cc3)ccc2O[C@@H]1CN(C)Cc1ccccc1 | 14.3 | -30.5
C[C@H]1CN([C@@H](C)CO)C(=O)Cc2cc(N(C)C)ccc2O[C@@H]1CN(C)Cc1ccc(C(=O)O)cc1 | -13.1 | 6.0
COc1ccc(S(=O)(=O)Nc2ccc3c(c2)CC(=O)N([C@@H](C)CO)C[C@H](C)[C@@H](CN(C)C(=O)NC(C)C)O3)cc1 | -8.3 | 1.5
C[C@@H]1CN([C@@H](C)CO)C(=O)c2cccc(NC(=O)C3CC3)c2O[C@H]1CN(C)S(=O)(=O)c1cn(C)cn1 | -11.1 | 12.5
Cc1noc(C)c1S(=O)(=O)Nc1ccc2c(c1)C(=O)N([C@H](C)CO)C[C@H](C)[C@H](CN(C)C(=O)Nc1cccc3ccccc13)OCCCC[C@@H](C)O2 | -2.9 | -6.6
COc1ccc(CN(C)C[C@@H]2Oc3ccc(NC(=O)Nc4ccc(F)cc4)cc3CC(=O)N([C@H](C)CO)C[C@H]2C)cc1 | 16.8 | -6.0
Cc1ccccc1S(=O)(=O)N(C)C[C@@H]1OCc2cn(nn2)CCCC(=O)N([C@H](C)CO)C[C@@H]1C | -23.3 | ·
C[C@H](CO)N1C[C@H](C)[C@H](CN(C)Cc2ccncc2)Oc2ccc(NC(=O)NC3CCCCC3)cc2CC1=O | -28.5 | -8.2
Cc1noc(C)c1NC(=O)N(C)C[C@H]1Oc2ccc(NC(=O)CCCCCC(=O)Nc3ccccc3N)cc2CC(=O)N([C@@H](C)CO)C[C@H]1C | -39.2 | -6.7
C[C@@H]1CN([C@H](C)CO)C(=O)c2cccc(NC(=O)CCCCCC(=O)Nc3ccccc3N)c2O[C@H]1CN(C)Cc1ccc(-c2ccccc2)cc1 | 71.4* | -6.8
C[C@@H]1CN([C@@H](C)CO)C(=O)Cc2cc(NC(=O)Cc3cn(C)c4ccccc34)ccc2O[C@@H]1CN(C)C(=O)Nc1ccc(F)cc1 | -5.7 | 11.2
C[C@@H]1CN([C@H](C)CO)C(=O)CCCn2nncc2CO[C@H]1CN(C)Cc1ccc(-c2ccccc2)cc1 | 10.1 | -9.0
C[C@@H]1CN([C@@H](C)CO)C(=O)c2cccc(NC(=O)CCCCCC(=O)Nc3ccccc3N)c2O[C@@H]1CN(C)S(C)(=O)=O | -39.9 | 15.4
C[C@@H]1CN([C@@H](C)CO)C(=O)Cc2cc(N(C)C)ccc2O[C@@H]1CN(C)Cc1ccc(-c2ccccc2)cc1 | 7.9 | -10.4

Whole records, looked up by structure:
COc1ccc(CN(C)C[C@@H]2Oc3ccc(NC(=O)Nc4ccc(F)cc4)cc3CC(=O)N([C@H](C)CO)C[C@H]2C)cc1 reads T cruzi intra = 16.8; INS-1E ATP HTS = -6.0
Cc1noc(C)c1NC(=O)N(C)C[C@H]1Oc2ccc(NC(=O)CCCCCC(=O)Nc3ccccc3N)cc2CC(=O)N([C@@H](C)CO)C[C@H]1C reads T cruzi intra = -39.2; INS-1E ATP HTS = -6.7

Further records follow:
SMILES | T cruzi intra | INS-1E ATP HTS
C[C@@H]1CN([C@H](C)CO)C(=O)Cc2cc(NC(=O)Nc3ccc(C(F)(F)F)cc3)ccc2O[C@@H]1CN(C)C(=O)Nc1ccccc1 | -10.6 | -1.1
Cc1ccc(S(=O)(=O)Nc2ccc3c(c2)C(=O)N([C@H](C)CO)C[C@H](C)[C@H](CN(C)CC2CCCCC2)O3)cc1 | -15.3 | -3.0
C[C@@H]1CN([C@H](C)CO)C(=O)c2cccc(NC(=O)C3CC3)c2O[C@H]1CN(C)Cc1ccccc1 | -1.9 | -4.7
C[C@H]1CN([C@@H](C)CO)C(=O)c2cc(NC(=O)Nc3ccc(F)cc3)ccc2O[C@H]1CN(C)Cc1ccc(C(F)(F)F)cc1 | ? | -15.2
COc1ccc(S(=O)(=O)N(C)C[C@@H]2Oc3c(NC(=O)Nc4ccc(F)cc4)cccc3C(=O)N([C@@H](C)CO)C[C@@H]2C)cc1 | -35.9 | -10.6
C[C@H]1CN([C@@H](C)CO)C(=O)Cc2cc(NS(C)(=O)=O)ccc2O[C@@H]1CN(C)S(=O)(=O)c1cccs1 | -12.3 | -2.3
Cc1noc(C)c1S(=O)(=O)N(C)C[C@H]1Oc2c(cccc2N(C)C)C(=O)N([C@@H](C)CO)C[C@H]1C | -6.1 | -0.1
COc1ccc(NC(=O)Nc2ccc3c(c2)C(=O)N([C@@H](C)CO)C[C@@H](C)[C@H](CN(C)S(=O)(=O)c2ccc(C)cc2)O3)cc1 | 10.1 | -14.6
C[C@@H]1CN([C@@H](C)CO)C(=O)c2cccc(NC(=O)c3nc4ccccc4s3)c2O[C@@H]1CN(C)C(=O)Nc1ccccc1 | -24.2 | -2.2
C[C@H](CO)N1C[C@H](C)[C@H](CN(C)Cc2ccc(C(=O)Nc3ccccc3N)cc2)Oc2c(NC(=O)Nc3ccc(F)cc3)cccc2C1=O | 51.2 | -8.2
C[C@@H]1CN([C@@H](C)CO)C(=O)c2cc(NC(=O)Nc3ccc4c(c3)OCO4)ccc2O[C@H]1CN(C)S(=O)(=O)c1cccs1 | -16.1 | ·
C[C@H]1CN([C@@H](C)CO)C(=O)c2cc(NC(=O)Nc3ccc(C(F)(F)F)cc3)ccc2O[C@H]1CN(C)S(=O)(=O)c1ccc(Cl)cc1 | -12.3 | -0.8
Cc1cc(C(=O)Nc2cccc3c2O[C@H](CN(C)S(=O)(=O)c2ccccc2)[C@H](C)CN([C@H](C)CO)C3=O)n(C)n1 | 2.8 | 6.2
Cc1noc(C)c1NC(=O)N(C)C[C@@H]1Oc2ccc(NC(=O)Cc3ccccc3)cc2CC(=O)N([C@@H](C)CO)C[C@@H]1C | 10.1 | -1.8
C[C@H]1CN([C@@H](C)CO)C(=O)c2cccc(NS(=O)(=O)c3ccc(F)cc3)c2O[C@@H]1CN(C)C(=O)NC1CCCCC1 | -14.7 | 3.2
C[C@H]1CN([C@@H](C)CO)C(=O)CCCn2nncc2CO[C@H]1CN(C)C(=O)Nc1ccccc1F | -5.0 | ·
C[C@@H]1CN([C@H](C)CO)C(=O)c2cc(N(C)C)ccc2O[C@@H]1CN(C)C(=O)Nc1cccc2ccccc12 | 13.0 | 0.6
COC(=O)CCCCCCC(=O)N/N=C/c1cc(Br)cs1 | -16.6 | 2.5
C[C@H]1CN([C@@H](C)CO)C(=O)c2cccc(NC(=O)Nc3ccccc3)c2O[C@H]1CN(C)C(=O)Nc1ccc(F)cc1 | 4.2 | 5.6
C[C@H]1CN([C@@H](C)CO)C(=O)c2cc(NC(=O)CCCN(C)C)ccc2O[C@H]1CN(C)Cc1ccc(C(F)(F)F)cc1 | -6.3 | ·
C[C@H]1CN([C@@H](C)CO)C(=O)c2cc(NC(=O)Cn3cnnn3)ccc2O[C@@H]1CN(C)C(=O)Nc1ccc(C(F)(F)F)cc1 | -43.1 | 3.9
C[C@@H]1CN([C@H](C)CO)C(=O)Cc2cc(NC(=O)Cn3cnnn3)ccc2O[C@@H]1CN(C)C(=O)NC1CCCCC1 | -3.3 | 1.3
C[C@@H]1CCCCO[C@H](CN(C)C(=O)Nc2ccc(C(F)(F)F)cc2)[C@@H](C)CN([C@H](C)CO)C(=O)c2cc(NC(=O)Nc3cccc4ccccc34)ccc2O1 | 67.2* | -6.6
CNC[C@H]1Oc2ccc(NS(=O)(=O)c3ccccc3)cc2CC(=O)N([C@H](C)CO)C[C@H]1C | -12.8 | 6.4
C[C@@H]1CN([C@@H](C)CO)C(=O)c2cccc(NS(=O)(=O)c3ccc(Cl)cc3)c2O[C@H]1CN(C)S(=O)(=O)c1ccc(Cl)cc1 | 4.5 | 5.7
C[C@H]1CN([C@@H](C)CO)C(=O)c2cc(NS(=O)(=O)c3cn(C)cn3)ccc2O[C@@H]1CN(C)Cc1ccc(C(=O)O)cc1 | -9.7 | 2.4
Cc1ccc(S(=O)(=O)Nc2ccc3c(c2)C(=O)N([C@H](C)CO)C[C@H](C)[C@H](CN(C)C(=O)Nc2ccc4c(c2)OCO4)O3)cc1 | 17.2 | -7.9
CC(C)NC(=O)N(C)C[C@@H]1Oc2ccc(NC(=O)CCCCCC(=O)Nc3ccccc3N)cc2C(=O)N([C@@H](C)CO)C[C@H]1C | -24.3 | 12.1
C[C@H]1CN([C@@H](C)CO)C(=O)c2cc(NC(=O)CCN3CCOCC3)ccc2O[C@H]1CN(C)Cc1ccc(C(F)(F)F)cc1 | -8.1 | -4.8
C[C@H]1CN([C@@H](C)CO)C(=O)c2cccc(NC(=O)NC3CCCCC3)c2O[C@@H]1CN(C)C(=O)Nc1ccc(C(F)(F)F)cc1 | 28.8 | -34.4
CC(C)NC(=O)Nc1cccc2c1O[C@@H](CN(C)Cc1ccncc1)[C@@H](C)CN([C@H](C)CO)C2=O | -8.3 | 6.1
C[C@@H]1CN([C@@H](C)CO)C(=O)c2cc(NC(=O)Nc3ccc(C(F)(F)F)cc3)ccc2O[C@@H]1CN(C)C | -26.4 | -1.8
C[C@H](CO)N1C[C@H](C)[C@@H](CN(C)C(=O)Nc2ccc(C(F)(F)F)cc2)Oc2c(NC(=O)c3nc4ccccc4s3)cccc2C1=O | 57.7* | -10.8
O=C(CCCCCC(=O)Nc1ccccc1O)N/N=C/c1ccc2c(c1)OCCO2 | 12.5 | 17.2
C[C@@H]1CN([C@@H](C)CO)C(=O)c2cc(NS(=O)(=O)c3ccccc3)ccc2O[C@@H]1CN(C)S(=O)(=O)c1ccc(F)cc1 | 18.8 | 1.6
COc1cccc(CN(C)C[C@H]2OCc3cn(nn3)CCCC(=O)N([C@H](C)CO)C[C@H]2C)c1 | -3.5 | ·
C[C@@H]1CN([C@H](C)CO)C(=O)c2cccc(NS(=O)(=O)c3cn(C)cn3)c2O[C@@H]1CN(C)C(=O)NC1CCCCC1 | -5.1 | -5.9
